# Source: PubChem
# SKKanGAS inh – blocks kanamycin growth of S. pyogenes SKKanGAS strain; BacTiter-Glo, 6 h; inhibition, % at 7.5 µM; 300,000 tested, 1.3% active; AID 1662;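 active = mean replicate score, as percent of positive control median, at least 50; inconclusive = mean below 50 but one replicate at or above 50; inactive = mean and every replicate below 50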;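 note: strain carries kanamycin resistance gene driven by streptokinase promoter and grows in 40 µg/ml kanamycin; loss of luminescence reflects streptokinase promoter inhibition or plain growth inhibition; 0% = median of DMSO wells and 100% = positive control at its reference dose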
# AI-2 QS mod – Vibrio harveyi AI-2 quorum sensing modulation; Vibrio harveyi JMH597 AI-2 luminescence/OD600 ratio, 9 h; hits give low values; strain lacks LuxN and CqsS sensors; 0 = neutral-control median; activity change, % at 7.5 µM; 300,000 tested, 0.4% active; AID 2094; in the data active = activity change below about -75%, passing the limit was not always enough; inconclusive = no clear call, values can overlap the other calls;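 note: luminescence divided by OD600 gain over 9 h not by final OD600 alone; inactives centre near 13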
# HSF-1 act – increases HSF-1 driven luciferase reporter signal. activation, % at 9 µM. AID 504408. 300,000 tested, 1.7% active. NIH3T3-HGL HSF-1 luciferase reporter, MG132, 8 h; 100% = twice DMSO control signal;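 active = mean replicate activation of at least 50% with a set share of replicates each reaching 50%; inconclusive = only one of those two conditions met; inactive = mean below 50% and too few replicates reaching it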;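 note: 0% = median of the neutral control wells and 100% = twice that signal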
# Platelet DG rel – modulates dense granule release in human platelets; inhibition, %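 (compounds screened at 7.5 µM in platelet-rich plasma)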; AID 1663; 300,000 tested, 0.22% active; human platelet-rich plasma, SFLLRN dense granule ATP release, luminescence;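 active = mean replicate score, as percent of positive control, at or above 50; inconclusive = mean below 50 but at least one replicate at or above 50; inactive = mean and every replicate below 50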
# HSP90 refold inh – blocks HSP90-mediated luciferase refolding in reticulocyte lysate; Rabbit reticulocyte lysate, luciferase refolding luminescence, 3 h; 290,000 tested, 0.91% active; inhibition, % at 5.6 µM;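 active = inhibition above the screen-wide mean plus 3 SD, computed separately per campaign, cut at about 16% in these data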;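 note: 0% = DMSO wells and 100% = 60 µM geldanamycin wells; inhibitors lower the luminescence because luciferase stays unfolded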
# IEC-6 cytotox – kills IEC-6 intestinal cells in KLF5 counter-screen; inhibition, % at 5 µM; IEC-6 cytotoxicity, luminescence viability; 290,000 tested, 0.78% active; in the data active = inhibition above about 22%;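 note: 0% = plate median of test compound wells and 100% = cytotoxic reference compound wells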
# HIF activator – HIF pathway transcriptional activation. U2OS HRE-luciferase reporter, luminescence; normalized: DMSO 0%, desferrioxamine 100%. activation, % at 7.5 µM (by protocol). 300,000 tested, 0.32% active;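 active = mean activation of at least 10% of the iron chelator positive control signal, with at least half of replicates also reaching 10%; inconclusive = mean and replicate majority disagree about reaching 10%; inactive = mean and most replicates under 10%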
# HSF1 inhib – HSF1 inhibition; NIH3T3-HGL HSE-luciferase, MG132-induced, luminescence 8 h; hits give low values; activity change, negative = inhibition, % at 7.5 µM (by protocol); 300,000 tested, 0.77% active; AID 2098;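 active = more than half of replicate wells show activity change below -50%, luminescence cut by over half; inconclusive = some wells, but at most half, below -50%; inactive = no replicate well below -50%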;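 note: luciferase reports HSF-1 transcriptional activity via heat shock element; 0% = median of DMSO wells and -100% = zero luminescence signal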
# aSyn 5UTR inh – 5' untranslated region of α-synuclein, MLPCN primary screen | alpha-synuclein 5'UTR reporter, inhibitor activity | inhibition, % (tested at 7.5 µM) | 300,000 tested, 0.82% active | AID 1813; in the data active = inhibition above about 60%; inconclusive = no clear call, values can overlap the other calls;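 note: H4 neuroglioblastoma cells stably carrying SNCA 5'UTR luciferase fusion; 0% = DMSO wells and 100% = positive control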
# KLF5 inh – suppresses KLF5 promoter-driven expression | DLD-1 KLF5 promoter-luciferase reporter, luminescence | inhibition, % at 5 µM | 290,000 tested, 0.23% active | AID 1700;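 active = inhibition above a per-plate limit of that plate's mean compound inhibition plus 3 SD, cut at about 60% in these data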;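 note: 0% = DMSO wells and 100% = LY294002 at 200 µM; higher means less KLF5 promoter-driven luciferase light; inactives centre near -14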
# Active calls of the source: *; ? = inconclusive; . = not tested or not shown. Compounds as they come; any-hit rate near 6%.
# The opening four records as a preview:
no.	mol	SKKanGAS inh	AI-2 QS mod	HSF-1 act	Platelet DG rel	HSP90 refold inh
1	COc1ccc(OC)c(NC(=O)c2cnn(-c3ccccc3)c2C)c1	2	-2	15	-1	-2
2	CCOc1ccccc1N(CC(=O)N1CCC(C(N)=O)CC1)S(=O)(=O)c1ccc(SC)cc1	4	14	24	14	-4
3	CC(=O)Oc1ccccc1C1C[C@]2(C)CC(=O)NC2N1C(C)=O (stereo not given in full)	1	27	18	-2	-3
4	OCCNc1c2ccccc2nc2c(F)c(F)c(F)c(F)c12	0	8	-10	3	-3

no.	IEC-6 cytotox	HIF activator	HSF1 inhib	aSyn 5UTR inh	KLF5 inh
1	-3	-0.2	7	0	-30
2	-1	0.6	-5	3	-20
3	1	0.2	4	27	3
4	11	0.0	-2	-84	-12

# The whole of this part, repeating the preview:
no.	mol	SKKanGAS inh	AI-2 QS mod	HSF-1 act	Platelet DG rel	HSP90 refold inh
1	COc1ccc(OC)c(NC(=O)c2cnn(-c3ccccc3)c2C)c1	2	-2	15	-1	-2
2	CCOc1ccccc1N(CC(=O)N1CCC(C(N)=O)CC1)S(=O)(=O)c1ccc(SC)cc1	4	14	24	14	-4
3	CC(=O)Oc1ccccc1C1C[C@]2(C)CC(=O)NC2N1C(C)=O (stereo not given in full)	1	27	18	-2	-3
4	OCCNc1c2ccccc2nc2c(F)c(F)c(F)c(F)c12	0	8	-10	3	-3
5	CCOC(=O)CNC1CC(=O)N(c2ccc(Br)cc2)C1=O (stereo not given)	1	2	-5	-2	-4
6	CN(C)c1ccc(C2Nc3ccccc3C(=O)N2NS(C)(=O)=O)cc1 (stereo not given)	-1	9	22	3	-4
7	O=C(OCc1ccc2c(c1)OCO2)c1cccc(S(=O)(=O)N2CCCCC2)c1	5	5	16	7	5
8	COc1cccc(NCCC(=O)c2cccc([N+](=O)[O-])c2)c1	4	17	-4	-7	1
9	CC1(C)Cc2nc3sc(C(=O)O)c(N)c3cc2CS1	-6	7	6	1	2
10	CCC(CC)C(=O)Nc1ccc(C)cc1O	-3	12	-49	7	0

no.	IEC-6 cytotox	HIF activator	HSF1 inhib	aSyn 5UTR inh	KLF5 inh
1	-3	-0.2	7	0	-30
2	-1	0.6	-5	3	-20
3	1	0.2	4	27	3
4	11	0.0	-2	-84	-12
5	4	-0.2	-5	10	-16
6	1	5.7	13	-16	-18
7	-2	0.2	-1	-8	-5
8	0	2.2	-5	-115	-4
9	0	0.0	-3	-5	1
10	6	-0.5	-42	-5	7

no.	mol	SKKanGAS inh	AI-2 QS mod	HSF-1 act	Platelet DG rel	HSP90 refold inh
11	Cc1cccc(NC(=O)c2sccc2-n2cccc2)c1C	11	-5	19	3	3
12	COc1cc(Cl)c(CC(=O)c2c[nH]c3ccccc23)cc1OC	-2	15	62*	1	0
13	Nc1nc(NCc2ccccc2)nc(NCc2ccccc2)c1[N+](=O)[O-]	-2	13	16	1	-1
14	CC(C)c1ccc(C(=O)NNC(=O)C2C3CCC(C3)C2C(=O)O)cc1 (stereo not given)	-4	-66	40	2	1
15	O=C(CCS(=O)(=O)c1ccc(Br)cc1)Nc1ccc(Br)cc1F	-14	4	10	21	-4
16	CCS(=O)(=O)N1CCC(NC(=O)c2ccco2)CC1	-9	-2	-7	-7	3
17	COc1cccc(CNC(=O)C2CCCN(S(=O)(=O)c3ccc4c(c3)C(C)(C)C(=O)N4C)C2)c1 (stereo not given)	-6	37	2	-9	0
18	Cc1ccnc(NC(NC(=O)C(C)C)(C(F)(F)F)C(F)(F)F)c1	-1	10	2	0	4
19	CCc1ccc(NC(=O)COC(=O)CN2C(=O)COc3ccccc32)cc1	-2	2	0	1	7
20	O=S(=O)(Nc1ccccc1N1CCCCC1)c1cccs1	13	12	7	5	0

no.	IEC-6 cytotox	HIF activator	HSF1 inhib	aSyn 5UTR inh	KLF5 inh
11	1	-1.8	2	18	-46
12	0	0.2	13	25	-13
13	6	.	3	22	-17
14	3	2.5	16	-115	-181
15	6	-0.6	2	21	-29
16	-3	0.2	-2	8	-22
17	-8	-0.2	2	5	10
18	4	-1.9	-3	9	5
19	1	-0.8	1	-2	13
20	13	-0.1	-6	8	-22

no.	mol	SKKanGAS inh	AI-2 QS mod	HSF-1 act	Platelet DG rel	HSP90 refold inh
21	c1ccn2c(Cc3nnc4ccccn34)nnc2c1	0	7	-11	3	-1
22	Cc1cc(C(=O)N/N=C/c2cccs2)n[nH]1	-10	24	32	10	0
23	Cc1nc(N)sc1N=Nc1ccc(F)cc1	81*	29	-4	7	-2
24	Cn1c(=O)cc(C(=O)N/N=C/c2ccc(F)cc2)[nH]c1=O	0	26	-3	22	-3
25	O=S(=O)(NC1CCN(Cc2ccccc2)CC1)c1cccc(S(=O)(=O)N2CCOCC2)c1	2	9	-10	2	0
26	O=C(COc1ccc(S(=O)(=O)N2CCCC2)cc1Cl)NC1CC1	-9	11	10	-6	-1
27	[O-]/[N+](=C\c1ccc(OC(F)F)cc1)c1ccccc1	-5	6	?	-12	10
28	O=C(O)CN1C(=O)/C(=C2\C(=O)N(Cc3ccccc3Cl)c3ccccc32)SC1=S	27	17	7	0	4
29	CC(C)CCNC(=O)NC(=O)CN1C(=O)NC2(CCCCC2)C1=O	-5	11	-3	4	-6
30	O=C(CN1CCCC1)N1CCCc2ccccc21	-4	12	-2	2	0

no.	IEC-6 cytotox	HIF activator	HSF1 inhib	aSyn 5UTR inh	KLF5 inh
21	2	-0.8	-4	17	-6
22	1	2.7	16	-83	-41
23	2	0.3	-5	-107	-86
24	3	12*	-8	8	-9
25	-4	2.0	2	-7	-35
26	2	-0.3	-3	-10	1
27	4	1.7	20	-25	-15
28	2	0.0	2	8	7
29	-4	-0.4	-8	13	-32
30	-2	-0.5	5	20	-33

no.	mol	SKKanGAS inh	AI-2 QS mod	HSF-1 act	Platelet DG rel	HSP90 refold inh
31	CCOC(=O)c1sc(-c2ccc(C(F)(F)F)cc2)nc1O	29	34	-1	9	1
32	Cn1cnnc1SCC(=O)Nc1ccccc1C(=O)NC1CCCC1	-2	8	-8	-14	0
33	CC(C)[C@H](NC(=O)c1ccco1)C(=O)OCC(=O)Nc1ccccc1OC(F)F	18	14	2	-10	-4
34	COc1ccccc1NC(=O)c1ccc(C(=O)Nc2ccccc2OC)nc1	1	-4	-45	-3	6
35	O=C(C(=O)N1CCCc2ccccc21)N1CCCc2ccccc21	6	16	-7	3	2
36	COCCN(C(=O)CCCC(=O)Nc1ccccn1)C(C(=O)NC1CCCC1)c1ccc(C)cc1 (stereo not given)	3	24	10	17	-1
37	CC1CCN(CCCNC(=O)CN2C(=O)CSc3ccc(S(=O)(=O)N4CCOCC4)cc32)CC1	0	21	-5	6	-2
38	Cc1ccccc1NS(=O)(=O)c1cc(C(=O)N2CCCC2)ccc1C	3	18	2	-3	-1
39	Cc1ccc(NC(=O)CN2C(=S)NC(C)(C)CC2C)cc1Cl (stereo not given)	.	8	.	.	1
40	Cc1c(NC2(c3nnnn3-c3ccc(Br)cc3)CCCCC2)c(=O)n(-c2ccccc2)n1C	-12	0	7	1	-6

no.	IEC-6 cytotox	HIF activator	HSF1 inhib	aSyn 5UTR inh	KLF5 inh
31	-3	1.2	-1	-1	-17
32	-4	-0.6	-6	15	4
33	-5	-0.5	-3	14	-3
34	10	0.5	-31	-22	-4
35	6	-0.4	-2	20	0
36	0	-0.6	-3	-2	8
37	-5	-0.3	-3	14	-33
38	-2	-0.1	-1	3	-2
39	0	.	.	.	-16
40	-4	-4.6	-1	20	-29

no.	mol	SKKanGAS inh	AI-2 QS mod	HSF-1 act	Platelet DG rel	HSP90 refold inh
41	O=C(COc1ccccc1Cl)Nc1nnc(S(=O)(=O)N2CCCC2)s1	22	12	-10	-19	-3
42	c1ccc(CNc2nc(N3CCOCC3)nc(N3CCOCC3)n2)cc1	6	10	-5	-8	0
43	Cn1c(=O)n(C)c2cc(S(=O)(=O)NCc3ccco3)ccc21	3	9	-11	11	-1
44	COc1cc(CN2CCC(CCC(=O)NC3CC3)CC2)cc(Cl)c1OC	0	2	24	0	-1
45	CCC(=O)N1CCc2cc(S(=O)(=O)CCC(=O)Nc3cccc(C)n3)ccc21	-14	3	8	-6	-2
46	CCOC(=O)c1sc2nc(C)n(CC(=O)NCC3CCCO3)c(=O)c2c1C (stereo not given)	5	24	-25	-3	3
47	CCOc1cc(/C=N\NC(=O)Cn2nnc3ccccc32)ccc1O	-9	-62	23	-11	-4
48	CCOC(=O)CSc1cn2c(n1)CCC2	2	60	16	-2	-1
49	COc1ccc(-c2cc(C)no2)cc1S(=O)(=O)N1CCCN(Cc2ccc(F)cc2)C1	-2	-11	6	8	4
50	CC(C)(C)Cc1nc(-c2ccccn2)no1	1	17	1	-10	7

no.	IEC-6 cytotox	HIF activator	HSF1 inhib	aSyn 5UTR inh	KLF5 inh
41	4	-0.2	-2	-6	-24
42	0	0.2	-5	18	-20
43	-5	-0.7	-6	12	-9
44	0	0.3	-2	-3	-18
45	-1	-0.2	-10	-12	9
46	-1	0.1	0	12	-30
47	2	0.2	-2	3	-4
48	1	0.5	-2	-21	-15
49	14	.	6	21	-11
50	-3	2.4	-7	-99	-20

no.	mol	SKKanGAS inh	AI-2 QS mod	HSF-1 act	Platelet DG rel	HSP90 refold inh
51	CCc1ccccc1NC(=O)NC1CCCCCCC1	.	11	.	.	-8
52	CCC(=O)N1CCc2cc(Br)cc(S(=O)(=O)N3CCCCC3CC)c21 (stereo not given)	-2	7	14	-8	0
53	Cc1cc(=O)n2nc(N3CCCC(C(=O)NCc4ccccc4)C3)sc2n1 (stereo not given)	-2	23	-17	69*	-1
54	CCOCCCNC(=O)/C(C#N)=C/c1cc(C)c(O)c(C)c1	-6	14	19	-12	-2
55	O=C(Nc1ccc(Cl)cn1)c1ccc2nccnc2c1	10	3	27	11	-5
56	CCN(CC)c1ccc(/C=N/NC(=O)c2ccc3nc[nH]c3c2)cc1	-2	16	-20	9	-3
57	CC1=NNC(=O)C1Cc1ccccc1 (stereo not given)	3	9	11	-1	.
58	COc1ccc(N2CCN(C(=O)Cc3ncc(C(F)(F)F)cc3Cl)CC2)cc1	5	21	4	-3	-2
59	CCCOc1ccccc1C1CC(=O)NC2=C1C(=O)CCC2 (stereo not given)	1	1	2	6	-2
60	CN1C(=O)CSC1=Nc1cccc(C(=O)O)c1	2	23	5	3	-3
61	CCCCCCSc1ccc([C@H]2N[C@@](Cc3ccccc3)(C(=O)OC)[C@H]3C(=O)N(CC)C(=O)[C@@H]23)cc1	12	28	3	1	.

no.	IEC-6 cytotox	HIF activator	HSF1 inhib	aSyn 5UTR inh	KLF5 inh
51	-6	.	.	.	-50
52	0	-0.2	-4	33	-14
53	-2	-0.3	-2	6	-16
54	-2	1.0	-2	-25	-17
55	2	3.1	5	-112	-131
56	0	0.1	-7	22	-28
57	.	0.0	1	-4	.
58	3	-1.1	-8	15	-28
59	37*	0.7	-8	32	-6
60	-3	-4.9	3	-25	-28
61	.	0.4	3	11	.
